Screening data from PubChem BioAssay.
hgDAF-12 ag: H. glycines DAF-12 receptor agonists, primary screen, cell-based, luminescence, HEK293, GAL4 fusion, UAS-luciferase | HEK293 GAL4-hgDAF12 UAS-luciferase reporter, agonist luminescence; normalized to butyrate control | Nuclear hormone receptor DAF-12 (Heterodera glycines), GAL4 fusion | AID 687014, 2013 | activation, % at 6.8 µM | 370,000 compounds, 1.8% hits;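 active = activation above a cutoff set at the mean of all screened compounds plus 3 SD, cut at about 10% in these data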;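 also: 0% = DMSO wells and 100% = sodium butyrate wells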
ADAM17 inh: ADAM17 inhibitors, primary screen, biochemical, QFRET; Disintegrin and metalloproteinase domain-containing protein 17 (Homo sapiens), P78536; recombinant ADAM17, EDANS/DABCYL FRET peptide cleavage; inhibition, % at 6.95 µM; 370,000 compounds, 0.83% hits;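 active = inhibition above the mean of compounds lying between control limits plus 3 SD, set per campaign, cut at about 8.5% in these data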;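 also: 0% = DMSO-only wells as the low control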
SMARCA2 activ: SMARCA2 (BRM) function activators, primary screen, cell-based, luminescence, high throughput; MG213 cells, MMTV-luciferase reporter, dexamethasone, overnight; activation, % at 9.1 µM; 370,000 compounds, 1% hits; in the data active = activation above about 7.8%;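 also: 0% = vehicle wells and 100% = reference activator wells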
PG9 binder: binders of HIV-1 gp120 antibody PG9, primary screen, biochemical, TR-FRET; AID 624416, 2012; inhibition, % at 6.7 µM; TR-FRET gp120-PG9 antibody binding; HIV-1 gp120 / PG9 antibody interaction; 360,000 compounds, 0.43% hits; in the data active = inhibition above about 8.5%
ssDAF12 agonist: S. stercoralis DAF-12 nuclear receptor activators, primary screen, cell-based, luminescence, HEK293, GRIP1 co-expression, lit1-tk-luc; 370,000 compounds, 1% hits; AID 652126, 2013; HEK293 ssDAF-12/GRIP1 lit1-tk-luc reporter; % of 3 µM dafachronic acid response; Nuclear hormone receptor DAF-12 (Strongyloides stercoralis); activation, % at 6.8 µM;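 active = activation above the mean over all tested compounds plus 3 SD, cut at about 0.9% in these data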;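 also: 0% = DMSO-only wells and 100% = 3 µM delta7-dafachronic acid wells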
hcDAF-12 act: H. contortus DAF-12 nuclear receptor activators, primary screen, cell-based, luminescence, HEK293, lit1-tk-luc reporter; activation, % at 6.8 µM; HEK293 hcDAF-12 lit1-tk-luc reporter; 0% DMSO, 100% Δ7-dafachronic acid; 370,000 compounds, 1.4% hits;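 active = activation above the mean of all tested compounds plus 3 SD, cut at about 5.5% in these data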;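 also: 100% = response to 3 µM Δ7-dafachronic acid high control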
FXN GAA850 act: FXN promoter activators, primary screen, cell-based, luciferase luminescence, HEK293 lucGAA850. AID 540364, 2011. HEK293 lucGAA850 FXN promoter luciferase reporter, 24 h; percent of 10 µM SAHA response. 360,000 compounds, 0.56% hits. activation, % at 6 µM;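 active = activation above the average of all compounds screened plus 3 SD, cutoff fixed separately per campaign, cut at about 7.5% in these data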;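 also: 0% = DMSO wells and 100% = 10 µM SAHA wells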
DAX1 inh-1: DAX1 (NR0B1) inhibitors, primary screen, cell-based, HEK293, Gal4-DAX1, luciferase luminescence | 340,000 compounds, 0.99% hits | HEK293 Gal4-DAX1 luciferase reporter | AID 504766, 2011 | inhibition, % at 6.75 µM;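 active = inhibition above the mean over all tested compounds plus 3 SD, cut at about 4.2% in these data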;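 also: 0% = DAX1-transfected cells with DMSO and 100% = empty-vector control cells with DMSO; inhibition shows as a rise in luminescence from relieved DAX1 repression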
NPR1 activator: GC-A stimulated cGMP production enhancers – HEK293 GC-A cells, cGMP TR-FRET, EC30 ANP, primary screen; 0% at EC30 ANP, 100% saturating ANP; Atrial natriuretic peptide receptor 1 (Homo sapiens), P16066; activation, % at 10 µM; 370,000 compounds, 0.14% hits; in the data active = activation above about 40%
Target sequence (P16066 whole entry, looked up): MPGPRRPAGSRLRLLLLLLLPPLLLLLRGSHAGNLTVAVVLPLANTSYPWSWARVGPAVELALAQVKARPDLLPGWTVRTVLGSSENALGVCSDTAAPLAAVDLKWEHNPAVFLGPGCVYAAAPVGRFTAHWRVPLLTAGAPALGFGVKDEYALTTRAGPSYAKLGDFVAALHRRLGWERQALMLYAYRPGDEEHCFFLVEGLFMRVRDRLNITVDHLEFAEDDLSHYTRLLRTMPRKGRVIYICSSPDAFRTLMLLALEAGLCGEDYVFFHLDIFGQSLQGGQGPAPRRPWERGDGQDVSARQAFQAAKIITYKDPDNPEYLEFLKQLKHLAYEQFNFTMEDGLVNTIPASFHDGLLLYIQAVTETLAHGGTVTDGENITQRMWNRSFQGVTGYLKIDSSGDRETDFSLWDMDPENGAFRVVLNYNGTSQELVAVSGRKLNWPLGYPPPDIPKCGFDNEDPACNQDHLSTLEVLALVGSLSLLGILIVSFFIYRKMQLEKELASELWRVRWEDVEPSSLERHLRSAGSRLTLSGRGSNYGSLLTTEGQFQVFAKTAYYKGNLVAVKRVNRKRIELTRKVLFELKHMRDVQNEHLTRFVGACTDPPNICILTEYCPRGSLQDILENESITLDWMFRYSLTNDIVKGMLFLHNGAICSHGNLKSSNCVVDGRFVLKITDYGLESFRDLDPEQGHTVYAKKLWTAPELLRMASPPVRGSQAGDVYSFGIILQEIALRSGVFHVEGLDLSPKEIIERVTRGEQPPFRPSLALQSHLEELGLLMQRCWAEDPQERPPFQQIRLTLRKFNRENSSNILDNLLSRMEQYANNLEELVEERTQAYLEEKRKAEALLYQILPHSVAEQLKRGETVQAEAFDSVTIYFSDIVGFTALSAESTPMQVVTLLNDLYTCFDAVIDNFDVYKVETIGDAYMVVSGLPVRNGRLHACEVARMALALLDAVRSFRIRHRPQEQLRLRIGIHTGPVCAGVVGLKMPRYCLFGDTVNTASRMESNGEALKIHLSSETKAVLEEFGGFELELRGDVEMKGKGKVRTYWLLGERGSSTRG
ADAM10 inh: human ADAM10 inhibitors, primary screen, biochemical, QFRET, HTS. recombinant ADAM10, EDANS/DABCYL FRET peptide cleavage, 3 h. inhibition, % at 7 µM. 370,000 compounds, 0.62% hits. Disintegrin and metalloproteinase domain-containing protein 10 (Homo sapiens), O14672. AID 720582, 2013;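 active = inhibition above a per-campaign cutoff equal to the mean of compounds falling between control-based bounds plus 3 SD, cut at about 20% in these data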;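 also: 0% = DMSO wells while the 100% control is not disclosed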
DAX1 inh-2: DAX1 (NR0B1) inhibitors on StAR promoter, primary screen, cell-based, luminescence, SF-1 (NR5A1), full-length DAX-1; inhibition, % at 6.8 µM; AID 652010, 2013; 370,000 compounds, 1.1% hits; HEK293T StAR-luciferase reporter, SF-1/DAX-1 repression relief;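 active = inhibition above the mean over all tested compounds plus 3 SD, cut at about 3.6% in these data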;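 also: 0% = DAX-1 cells with DMSO and 100% = cells lacking DAX-1 with DMSO; higher inhibition means more luminescence from relief of DAX-1 repression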
Numbers without * were called inactive; . = not tested or not shown; & = joins results of further samples; ! = a repeat was not active.

Fields – hgDAF-12 ag | ADAM17 inh | SMARCA2 activ | PG9 binder | ssDAF12 agonist | hcDAF-12 act | FXN GAA850 act | DAX1 inh-1 | NPR1 activator | ADAM10 inh | DAX1 inh-2
#1 O=c1[nH]c(=S)n(-c2cccc(Cl)c2)c(O)c1/C=N/N1CCOCC1
    -2.6 | 1 | -6 | -2.3 | -1.0 | 0.1 | 3.5 | 0.7 | 1 | 4 | 0.0
#2 COc1ccc(NC(=O)CCc2nnc3ccc(NCc4ccc5c(c4)OCO5)nn23)cc1
    -1.4 | -3 | 0 | -0.3 | -1.3 | -2.7 | 1.8 | -0.1 | -4 | 3 | -0.5
#3 Cc1cc(Cl)cc(C)c1OCCCCn1ccnc1
    -1.3 | -4 | -5 | 0.2 | -1.8 | -1.8 | -0.3 | 0.5 | 2 | -5 | -1.3
#4 COc1ccc(N2CCN(C3CCCN(S(=O)(=O)c4ccccc4)C3)CC2)cc1 (stereo not given)
    -3.3 | -1 | 1 | -2.2 | -1.4 | -1.1 | 0.3 | 0.0 | 1 | -8 | -1.3
#5 O=C(Cn1nc(-c2ccccc2)ccc1=O)Nc1ccc(N2CCN(C(=O)c3ccccc3)CC2)cc1
    -4.5 | 1 | -2 | -0.2 | -2.1 | -2.6 | -4.7 | -2.2 | 1 | 5 | -1.3
#6 COCCNC(=O)C1(C)CCCN(C(=O)c2cccc(C#N)c2)C1 (stereo not given)
    2.4 | -6 | -3 | -2.6 | 0.2 | 0.9 | -0.6 | . | 5 | -13 | 0.5
#7 Cc1cccc(OCc2nnc(SCc3nc4ccccc4c(=O)[nH]3)o2)c1
    1.5 | 2 | 0 | -1.9 | -1.5 | -0.2 | 0.2 | -0.2 | -2 | 6 | 0.2
#8 Cc1cc(C)cc(NC(=O)c2ccc(S(=O)(=O)NCc3cccnc3)cc2)c1
    1.0 | -1 | -3 | -0.5 | -1.3 | -2.3 | 0.6 | 2.7 | -7 | 3 | -0.1
#9 COC(=O)c1nc(NC(=O)c2cc(OC)c(OC)c(OC)c2)n[nH]1
    -1.9 | -1 | -3 | -0.5 | -1.2 | -2.3 | 0.8 | 1.3 | -9 | 2 | -0.2
#10 Nc1c(C(=O)CSc2nccn2-c2ccc(Cl)cc2)c(=O)[nH]c(=O)n1C1CC1
    0.1 | -1 | -2 | -2.5 | -0.4 | 0.0 | 1.2 | -0.3 | 0 | -5 | -1.4
#11 O=C(O)C1CC(c2cccc(Br)c2)=NO1 (stereo not given)
    1.4 | 3 | 4 | -0.6 | -1.5 | -0.8 | 2.8 | -0.2 | 4 | 9 | 0.4
#12 O=C(c1cc(-c2cccc(O)c2)on1)N1CCN(C(c2ccccc2)c2ccccc2)CC1
    -1.9 | 2 | -4 | 1.6 | -1.9 | -2.4 | 0.3 | 0.4 | -8 | -6 | -1.6
#13 CC(C)(C)c1nc2ccc(NS(=O)(=O)c3ccc(F)c(F)c3F)cc2[nH]1
    0.4 | -6 | -4 | -1.0 | -0.8 | 1.0 | -0.1 | 0.5 | 0 | 5 | -0.4
#14 O=C(Nc1cnn(Cc2ccc(Cl)cc2)c1)C1CCCC1
    5.0 | 1 | -2 | -1.3 | -1.5 | -1.3 | 2.8 | -0.7 | -5 | 1 | -0.8
#15 Cc1cc(-c2cc(C(=O)Nc3ccccc3)on2)nc(NCC2CC2)n1
    0.8 | 5 | -1 | -2.1 | -1.0 | -0.3 | 2.2 | -0.3 | -2 | -2 | 0.7
#16 COc1ccc(C=CC(=O)c2ccc(OC)c(OC)c2)cc1O
    -1.7 | -4 | 6 | -0.2 | -1.3 | -0.8 | 2.9 | 0.6 | 0 | -13 | -2.4
#17 Clc1ccc(-c2cn3c(n2)-c2ccccc2C3)cc1Cl
    20* | -1 | 0 | 1.1 | 2.0* | 17* | 3.6 | 2.2 | -5 | -14 | 5.9*
#18 CCc1ccccc1N(CC(=O)NCc1ccco1)C(=O)c1snc(C(N)=O)c1N
    6.7 | -138 | 6 | 0.1 | -0.2 | 3.6 | -2.8 | -0.7 | 6 | -377 | 1.4
#19 O=C(C1CCCN(S(=O)(=O)c2ccc(F)cc2)C1)N1CCCC1 (stereo not given)
    -1.7 | -4 | 2 | -0.6 | -0.9 | -1.3 | 1.1 | -1.3 | 0 | 1 | 0.0
#20 O=C(NNC(=O)[C@H]1CC=CC[C@H]1C(=O)O)c1ccc(Cl)cc1Cl
    0.9 | 1 | 0 | -1.9 | -0.1 | -0.1 | 0.1 | -0.7 | 0 | -10 | 0.4
#21 O=C1C2CCC(C2)C1CN1CCOCC1 (stereo not given)
    -2.1 | 4 | -1 | 0.5 | 1.8* | 2.7 | -1.6 | -1.4 | 1 | -1 | 0.2
#22 N/C(COc1ccc(Cl)cc1Cl)=N\NS(=O)(=O)c1ccccc1
    -0.4 | 0 | 4 | -2.4 | -1.1 | -1.9 | 1.9 | 1.7 | 3 | 9 | -0.4
#23 CC1=CC(C)=Nc2ccc(C)cc2N1
    16* | -8&-7 | 8.8*! | -0.4&0.7 | 0.2&0.1 | 5.6* | 6.9&2.2 | 2.5&1.4 | 6&-3 | 8&-9 | 4.1*
#24 CCN1CCN(c2ccc(S(=O)(=O)N3CCOCC3)cc2NC(=O)CC(NC(C)=O)c2ccccc2)CC1 (stereo not given)
    0.4 | 2 | 6 | -1.4 | -1.0 | 0.1 | 0.5 | 0.9 | 4 | 1 | 0.4
#25 CCN(CC)S(=O)(=O)c1cc(NC(=O)CSCc2c(C)noc2C)ccc1C
    -1.1 | 0 | -5 | -0.6 | -1.8 | -0.1 | 8.4* | -0.9 | 2 | 0 | -1.8
#26 Cc1cc2ncn(CC(C)C)c2cc1C
    3.4 | -6 | 5 | -0.1 | -1.5 | -1.0 | 0.8 | 1.6 | -1 | -3 | 0.4
#27 Cc1nn(Cc2ccc(Br)cc2)c(C)c1NC(=O)c1nn(C)cc1Cl
    -2.4 | -2 | 0 | -0.1 | -1.3 | 2.7 | -0.6 | -2.3 | 2 | 2 | -0.9
#28 O=C(COC(=O)c1ccc[nH]c1=O)NC1CCCC1
    -0.3 | 1 | -2 | 1.0 | -0.5 | -1.8 | 3.1 | 1.5 | 0 | -4 | 0.1
#29 CCc1ccc(OCC(=O)NC(=S)Nc2ccc(F)cc2)c(Br)c1
    3.0 | -4 | 8.9* | -0.2 | -0.8 | 1.5 | 0.4 | 1.9 | 5 | 7 | 0.4
#30 c1ccc(-n2nnc3c(N4CCOCC4)ncnc32)cc1
    7.0 | -2 | 6 | -1.5 | 0.1 | 7.2* | -2.8 | -2.3 | 4 | 11 | 2.1
#31 Nc1ccccc1-c1nc2ccccc2[nH]c1=O
    5.9 | 0 | 6 | -3.7 | -0.7 | 1.6 | 1.7 | 1.1 | -3 | 4 | 1.0
#32 COC(=O)C1=C(C(C)=O)C(c2ccc(C)cc2)n2nnnc2N1 (stereo not given)
    1.1 | 0 | -4 | 0.1 | -0.4 | -1.4 | 2.0 | -0.7 | 3 | 0 | 0.4
#33 CCCCC1CCC(C(=O)OCC(=O)Nc2ccc(S(N)(=O)=O)cc2)CC1 (stereo not given)
    -1.2 | 4 | -1 | 0.0 | -1.2 | -2.4 | 1.1 | -0.6 | -4 | 6 | -0.6
#34 OCC1CCCN(C(=S)Nc2ccc(Oc3ccccc3)cc2)C1 (stereo not given)
    5.2 | -2 | 2 | -2.6 | -0.3 | 2.5 | 11* | 1.5 | 7 | -11 | 2.1
#35 CN(C(=O)COc1cc(=O)n(C)c2ccccc12)c1cccc(Cl)c1
    1.3 | -1 | 2 | -2.2 | -1.6 | -2.1 | -2.5 | -1.1 | -4 | -8 | 0.0
#36 CCOCCCNC(=O)Cn1cnc2c(cnn2-c2ccc(OC)cc2)c1=O
    2.3 | -1 | -1 | 0.0 | -1.2 | 0.9 | 0.8 | 1.4 | 3 | -2 | 0.3
#37 Cn1c(=O)[nH]c(=O)c2c1nc(N1CCOCC1)n2CCN1CCOCC1
    0.2 | 3 | 0 | 1.3 | -1.4 | 2.8 | -2.5 | 1.0 | -2 | -1 | -0.1

Among those listed so far, these have an NH in an aromatic ring:
Fields – hgDAF-12 ag | ADAM17 inh | SMARCA2 activ | PG9 binder | ssDAF12 agonist | hcDAF-12 act | FXN GAA850 act | DAX1 inh-1 | NPR1 activator | ADAM10 inh | DAX1 inh-2
#1 O=c1[nH]c(=S)n(-c2cccc(Cl)c2)c(O)c1/C=N/N1CCOCC1
    -2.6 | 1 | -6 | -2.3 | -1.0 | 0.1 | 3.5 | 0.7 | 1 | 4 | 0.0
#7 Cc1cccc(OCc2nnc(SCc3nc4ccccc4c(=O)[nH]3)o2)c1
    1.5 | 2 | 0 | -1.9 | -1.5 | -0.2 | 0.2 | -0.2 | -2 | 6 | 0.2
#9 COC(=O)c1nc(NC(=O)c2cc(OC)c(OC)c(OC)c2)n[nH]1
    -1.9 | -1 | -3 | -0.5 | -1.2 | -2.3 | 0.8 | 1.3 | -9 | 2 | -0.2
#10 Nc1c(C(=O)CSc2nccn2-c2ccc(Cl)cc2)c(=O)[nH]c(=O)n1C1CC1
    0.1 | -1 | -2 | -2.5 | -0.4 | 0.0 | 1.2 | -0.3 | 0 | -5 | -1.4
#13 CC(C)(C)c1nc2ccc(NS(=O)(=O)c3ccc(F)c(F)c3F)cc2[nH]1
    0.4 | -6 | -4 | -1.0 | -0.8 | 1.0 | -0.1 | 0.5 | 0 | 5 | -0.4
#28 O=C(COC(=O)c1ccc[nH]c1=O)NC1CCCC1
    -0.3 | 1 | -2 | 1.0 | -0.5 | -1.8 | 3.1 | 1.5 | 0 | -4 | 0.1
#31 Nc1ccccc1-c1nc2ccccc2[nH]c1=O
    5.9 | 0 | 6 | -3.7 | -0.7 | 1.6 | 1.7 | 1.1 | -3 | 4 | 1.0
#37 Cn1c(=O)[nH]c(=O)c2c1nc(N1CCOCC1)n2CCN1CCOCC1
    0.2 | 3 | 0 | 1.3 | -1.4 | 2.8 | -2.5 | 1.0 | -2 | -1 | -0.1
